pPAFAH inh: pPAFAH (human) enzyme inhibition; Q13093; recombinant pPAFAH, FP-rhodamine probe fluorescence polarization; inhibition, % at 3.39 µM; 330,000 compounds, 1.5% hits;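 active = inhibition above the mean inhibition across the screen plus 3 SD, cut at about 25% in these data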;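 note: inhibitors block binding of the rhodamine activity-based probe so polarization drops; 0% = enzyme with DMSO and 100% = wells lacking pPAFAH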
Target sequence (Q13093 whole entry, looked up): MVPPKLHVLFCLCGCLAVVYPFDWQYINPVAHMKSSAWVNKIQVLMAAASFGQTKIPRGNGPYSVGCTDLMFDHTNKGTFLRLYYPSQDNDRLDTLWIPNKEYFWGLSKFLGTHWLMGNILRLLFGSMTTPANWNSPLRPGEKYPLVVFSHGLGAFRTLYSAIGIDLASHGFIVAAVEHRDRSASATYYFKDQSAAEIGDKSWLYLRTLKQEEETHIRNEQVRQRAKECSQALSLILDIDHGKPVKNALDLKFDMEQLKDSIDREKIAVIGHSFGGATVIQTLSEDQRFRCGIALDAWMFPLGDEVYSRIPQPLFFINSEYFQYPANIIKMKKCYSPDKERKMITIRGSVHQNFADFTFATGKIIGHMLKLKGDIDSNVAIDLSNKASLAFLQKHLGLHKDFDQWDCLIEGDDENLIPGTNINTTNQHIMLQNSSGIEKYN
LYPLA2 counter: blocks human lysophospholipase 2, a PME1 counter-screen; O95372; recombinant LYPLA2, FP-Rh probe fluorescence polarization; inhibition, % at 5.9 µM; 320,000 compounds, 0.38% hits; AID 2177;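 active = inhibition above the screen-wide mean plus 3 SD, limit set per campaign, cut at about 26% in these data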;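 note: 0% = LYPLA2 with DMSO and 100% = wells lacking LYPLA2 enzyme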
ZTA counter: counter-screen for EBNA-1 inhibitors: inhibitors of Epstein-Barr virus ZTA. P03206. inhibition, % at 11 µM. ZTA-DNA binding, fluorescence polarization. 320,000 compounds, 0.15% hits. AID 2234; in the data active = inhibition above about 33%
LYPLA1 counter: LYPLA1 (human) inhibition in PME1 counter-screen | recombinant LYPLA1, FP-Rh probe fluorescence polarization | inhibition, % at 5.9 µM | 320,000 compounds, 0.16% hits | AID 2174;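 active = inhibition above the mean of all tested compounds plus 3 SD, set per campaign, cut at about 14% in these data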;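 note: inhibitors block serine hydrolase probe labeling of LYPLA1 so polarization falls; 0% = enzyme with DMSO and 100% = wells lacking LYPLA1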
PAFAH2 FP inh: PAFAH2 (human) inhibition. recombinant PAFAH2, FP-rhodamine activity probe, fluorescence polarization. 340,000 compounds, 0.99% hits. inhibition, % at 3.39 µM. Q99487;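 active = inhibition above the mean over all tested compounds plus 3 SD, cut at about 30% in these data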;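 note: inhibitors block probe labeling of enzyme so polarization drops; 0% = enzyme with DMSO and 100% = wells lacking PAFAH2 protein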
PAFAH1B2 FP inh: PAFAH1B2 (human) inhibition; 340,000 compounds, 1.2% hits; P68402; AID 492953; recombinant PAFAH1B2, FP-rhodamine activity probe, fluorescence polarization; inhibition, % at 3.39 µM;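 active = inhibition above the mean of all tested compounds plus 3 SD, cut at about 24% in these data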;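 note: 0% = enzyme with DMSO and 100% = wells lacking PAFAH1B2; many of its hits are not listed in these tables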
Target sequence (P68402 whole entry, looked up): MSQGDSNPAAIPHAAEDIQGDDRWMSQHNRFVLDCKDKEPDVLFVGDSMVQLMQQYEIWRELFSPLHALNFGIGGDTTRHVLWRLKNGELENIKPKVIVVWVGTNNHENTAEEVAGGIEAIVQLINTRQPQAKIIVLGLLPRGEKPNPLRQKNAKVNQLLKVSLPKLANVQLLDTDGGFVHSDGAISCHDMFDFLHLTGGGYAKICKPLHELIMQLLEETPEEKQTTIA
PREPL inhibitor: inhibits the human prolyl oligopeptidase-like enzyme; Q4J6C6; inhibition, % at 5.96 µM; AID 2751; recombinant PREPL, fluorescence polarization activity-based probe; 320,000 compounds, 0.68% hits; in the data active = inhibition above about 43%;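 note: 0% = enzyme with DMSO and 100% = wells lacking enzyme; many of its hits are not listed in these tables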
PAFAH1B3 FP inh: blocks human PAF acetylhydrolase 1B catalytic subunit 3; Q15102; recombinant PAFAH1B3, FP-rhodamine probe, fluorescence polarization; inhibition, % at 3.39 µM; 340,000 compounds, 0.28% hits; AID 492972;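 active = inhibition above the screen-wide average of all tested compounds plus 3 SD, cut at about 25% in these data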;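 note: 0% = enzyme with DMSO only and 100% = wells lacking PAFAH1B3 protein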
Target sequence (Q15102 whole entry, looked up): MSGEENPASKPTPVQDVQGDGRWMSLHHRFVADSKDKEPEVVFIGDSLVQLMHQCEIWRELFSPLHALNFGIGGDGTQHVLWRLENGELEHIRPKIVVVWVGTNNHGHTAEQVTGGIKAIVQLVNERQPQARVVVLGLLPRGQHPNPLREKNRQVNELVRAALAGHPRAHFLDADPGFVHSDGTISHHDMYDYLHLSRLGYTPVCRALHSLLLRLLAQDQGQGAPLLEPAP
EBNA-1 inhibitor: blocks EBNA-1 binding to DNA; EBNA-1 DNA binding, fluorescence polarization; 300,000 compounds, 0.34% hits; AID 1950; inhibition, % at 14.8 µM; in the data active = inhibition above about 28%
The depositor's hits bear a star; · = not tested or not shown.

SMILES | pPAFAH inh | LYPLA2 counter | ZTA counter | LYPLA1 counter | PAFAH2 FP inh | PAFAH1B2 FP inh | PREPL inhibitor | PAFAH1B3 FP inh | EBNA-1 inhibitor
O=C(CNc1cccc(S(=O)(=O)N2CCCCC2)c1)Nc1ccccc1F | -3 | -9 | 0 | -4 | -1 | 6 | 17 | 0 | -1
COc1ccc(Cl)cc1S(=O)(=O)N1CCN(C(=O)c2ccco2)CC1 | 3 | 1 | 8 | 1 | -8 | -4 | 4 | 5 | 2
CCOC(=O)c1c(C)oc(/N=C/c2ccccc2O)c1C#N | -3 | 2 | -12 | 1 | 4 | 2 | 11 | 3 | 0
CC(SC(=S)N1CCOCC1)C(=O)O (stereo not given) | -2 | -8 | -9 | -1 | 0 | 2 | 3 | 4 | -15
COc1cccc(NC(=O)c2nc3ncccn3n2)c1 | 1 | 4 | 8 | 1 | 8 | 0 | 3 | -1 | 8
C=CCNC(=O)c1onc(CSc2ccc(F)c(F)c2)c1C(=O)O | 5 | -2 | -1 | 0 | 20 | 10 | -4 | 6 | 3
Cc1ccccc1C(=O)c1cccn1CC(=O)NCc1ccco1 | 5 | 9 | 3 | 5 | 3 | 0 | -2 | 3 | 11
COc1ccc(NC(=O)CSCC(=O)N=c2sccn2C)cc1 | 4 | -1 | 2 | -2 | 1 | 4 | 0 | 11 | 3
CCOC(=O)CNC(=O)C1CCCN(c2ncccn2)C1 (stereo not given) | -11 | 4 | -5 | -3 | 1 | 5 | 9 | 4 | -21
O=C(NCCCN1CCN(c2ccc(F)cc2)CC1)C1CCCN(c2ncnc3c2nc2n3CCCCC2)C1 (stereo not given) | 5 | 2 | 6 | -2 | 4 | 3 | 28 | 1 | 7
CC1CCN(c2ccc(C(=O)O)cc2N)CC1 | 9 | 2 | 7 | 1 | 9 | 6 | 0 | 9 | 7
COc1ccccc1-c1nnc(NC(=O)c2ccc(S(=O)(=O)N(C)Cc3ccccc3)cc2)o1 | 6 | 4 | 4 | -1 | · | · | -6 | · | 0
Cc1ccc(C(C)C)c(OCC(=O)NN=C2CCCC2)c1 | 2 | 2 | -10 | 0 | 1 | 10 | -2 | 8 | -3
C=CCOC(=O)c1sc(NC(=O)c2ccc(OC)cc2)nc1C | 4 | -7 | 15 | -4 | 0 | 1 | -6 | -4 | 10
CCOC(=O)C1=C(C)N=c2s/c(=C\c3cc(OC)c(OC)c(OC)c3)c(=O)n2C1/C=C/c1ccccc1 (stereo not given) | 4 | -5 | 10 | -7 | -1 | 2 | -5 | 7 | 2
CC(C)CC(=O)Nc1nnc(S(=O)(=O)N2CCc3ccccc32)s1 | -4 | 5 | 4 | 0 | 9 | 9 | -5 | -3 | 6
O=C(COc1cccc(Cl)c1)Nc1cc(S(=O)(=O)N2CCOCC2)ccc1N1CCOCC1 | 1 | 9 | -11 | -2 | 0 | 1 | 1 | 3 | 10
N#Cc1ccc(C23CC4CC(CC(C4)C2)C3)[nH]c1=O | 0 | 10 | -21 | 5 | 1 | 21 | -1 | -5 | -6
Cc1ccc2cc(CN(CC3CCCO3)C(=S)Nc3ccccc3)c(=O)[nH]c2c1 (stereo not given) | -1 | 0 | 12 | -3 | -9 | 2 | 0 | 2 | -4
CC(=O)Nc1ccc(Sc2ccccc2C(=O)Nc2ccc(F)cc2)cn1 | 0 | -1 | 0 | -1 | -11 | -3 | -10 | 2 | 1
COc1ccc(CCN=C(N)NS(=O)(=O)c2ccccc2)cc1OC | -6 | -6 | 4 | 1 | -6 | -3 | 1 | 10 | -4
Cc1ccc(-c2cc(C(=O)OCC(=O)N(C)C3CCS(=O)(=O)C3)c3ccccc3n2)c(C)c1 (stereo not given) | 11 | 5 | 8 | 1 | 6 | 6 | 4 | 4 | -1
CCC(=O)C1=C(N2CCCC2)CC(C)(C)CC1=O | -1 | -1 | 17 | 3 | -1 | 3 | 2 | 4 | 0
O=C(CSc1nc2ccccc2[nH]1)N1CCCCC1 | 4 | 3 | -6 | -2 | 4 | 2 | 14 | 0 | -5
COCCN(C(=O)Cn1nnc2ccccc21)C(C(=O)NC1CCCC1)c1ccc(OC)cc1OC (stereo not given) | 1 | 8 | 5 | 1 | -11 | -4 | -2 | 6 | 2
CCCc1cc(=O)oc2cc(OCC(=O)NCc3cccs3)ccc12 | 5 | 9 | -4 | 0 | -8 | -1 | -6 | 9 | 0
CC1CCCCC1NC(=O)/C(C#N)=C/c1ccc2c(c1)OCCO2 (stereo not given) | 3 | 1 | -12 | -2 | · | · | 17 | · | 7
Cc1ccc(C(=O)Nc2ccc3ccccc3c2)cc1 | -6 | -2 | 8 | -6 | 7 | 6 | 7 | 10 | -11
Cc1cccn2c(=O)c3cc(C(=O)NCCc4ccccc4)sc3nc12 | 4 | 0 | 4 | -6 | -2 | 3 | 6 | 3 | 2
Cc1cccc(CN2CCc3c(OCC(=O)N4CCCc5ccccc54)cccc3C2=O)c1 | 7 | 3 | -2 | -6 | -1 | 1 | 8 | -3 | 5
Cc1ccc(C2C(=O)N(C3CCCC3)CC(=O)N2CC2COc3ccccc3O2)cc1 (stereo not given) | 4 | 1 | 10 | -1 | -11 | 2 | 1 | -3 | 0
Cc1c(NC(=O)COc2ccc3ccccc3c2)c(=O)n(-c2ccccc2)n1C | 4 | -15 | -1 | 0 | · | · | 14 | · | -2
COc1ccc(CCC(=O)N2CCN(S(=O)(=O)c3ccc(OC(F)(F)F)cc3)CC2)cc1 | -3 | 4 | 15 | 1 | -1 | 2 | 0 | 6 | ·
C/C(=N\NC(=S)Nc1ccc(C)cc1)c1cccc(N)c1 | 9 | -3 | -2 | -2 | -5 | -1 | 5 | 7 | -5
CC(=O)N/C(=C\c1ccc(F)cc1)C(=O)NC(Cc1c[nH]c2ccccc12)C(=O)O (stereo not given) | 11 | 2 | -7 | 1 | 4 | 2 | 2 | 4 | -7
CCc1ccc(NC(=O)NCCN2CCc3ccccc3C2)cc1 | 3 | -2 | 0 | -6 | 14 | 0 | 14 | 0 | -1
Cc1cc(C)c2c(NC(=S)NC(=O)c3ccccc3)n[nH]c2n1 | 0 | 0 | -2 | 1 | -5 | 1 | 16 | 5 | -7
Cc1ccc(NC(=O)/C(C#N)=C(\N)C(Cl)(Cl)Cl)nc1 | 6 | 4 | -15 | 3 | 41* | 45* | 22 | 43* | -8
CC(=O)Nc1nccc(-c2cc(-c3ccccc3)no2)n1 | -8 | -8 | 0 | -1 | · | · | 22 | · | 14
COc1ccc(/C=N\NC(=O)COc2ccc(C(C)(C)C)cc2)cc1Cn1nc(C)cc1C | 6 | 6 | -11 | 3 | 2 | -4 | -3 | -1 | -14
COc1ccc(NC(=O)C2CCN(S(=O)(=O)c3c(C)noc3C)CC2)cc1OC | 3 | 2 | 6 | 5 | 0 | 0 | 15 | -1 | -7
CCOc1ccccc1OC(=O)c1cc2ccccc2oc1=O | 1 | 6 | -6 | 3 | 7 | -3 | 35 | 3 | -13
COc1ccc(-c2csc3ncnc(N4CCN(S(=O)(=O)c5cccc(C(F)(F)F)c5)CC4)c23)cc1 | 19 | 2 | -3 | -4 | -4 | 2 | 1 | 6 | 6
Cc1cc(C(=O)OCC(=O)NCc2ccco2)c(C)o1 | 3 | -3 | -13 | -5 | 9 | -2 | -6 | -2 | -5
CC1(C)Cc2ccccc2-c2nc(-c3ccccc3)oc(=O)c21 | 3 | 4 | -23 | 3 | 0 | 0 | 4 | 2 | -10
CC1(C)CC2(CCCN(CC(O)(c3ccccc3)c3ccccc3)C2)CCO1 (stereo not given) | 5 | 1 | 0 | -1 | 7 | 4 | -2 | 2 | 8
Cc1ccc(OCC(=O)N2CCCCC2C)c([N+](=O)[O-])n1 (stereo not given) | 1 | · | · | · | -7 | 1 | 1 | 14 | ·
Cc1ccn(CC(=O)N2N=C(C(F)F)CC2(O)C(F)F)n1 (stereo not given) | 0 | -1 | -8 | 2 | -9 | 9 | 12 | 6 | -10
COc1cc(CO)cc(-c2cc(CO)cc(OC)c2OC)c1OC | 2 | -2 | 0 | -2 | -5 | 0 | 7 | 8 | -3
Cc1cccc(NC2=CC(=O)CC(C)(C)C2)c1C | 0 | -2 | 9 | -1 | 2 | -3 | -3 | -4 | -7
O=C(NCc1ccccc1Cl)[C@@H]1CCCN1S(=O)(=O)c1ccc(Cl)cc1 | 0 | · | · | · | 4 | 5 | 17 | 4 | ·
COc1ccc(NC(=O)C2CCC2)cc1S(=O)(=O)Nc1cc(C)ccc1Br | 29* | · | · | · | 0 | 5 | -1 | 6 | ·
CC(C)(C)c1ccc(C(=O)N2CCC(C(=O)NCc3ccco3)CC2)cc1 | 4 | 4 | 12 | 4 | 10 | 4 | -5 | 5 | 8
Cc1ccsc1/C=N/NC(=O)Cc1cc(=O)[nH][nH]1 | 4 | -2 | 8 | -3 | 0 | 9 | -3 | -2 | 10
O=C(CCN1CCCCC1)N/N=C/c1ccc(Br)cc1 | 3 | 0 | 6 | 1 | -5 | 0 | -21 | 8 | 6
O=c1[nH]c(=O)n([C@H]2C[C@H](O)[C@@H](CO)O2)cc1F | 4 | 3 | -20 | -2 | 7 | -1 | -5 | 8 | 2
COC(=O)C1=NN(C(C)(C)CC(C)=O)C2C(=O)N(C3CCCCC3)C(=O)C12 (stereo not given) | 1 | 0 | 7 | 2 | 1 | 2 | 6 | 8 | -3
COc1cc2c(cc1OC)C(c1ccccc1)N(C(=O)c1ccccc1F)CC2 (stereo not given) | 3 | 9 | -20 | 2 | 2 | 7 | 0 | 8 | -16
CCOC(=O)c1c(OCC)[nH]c2c1cc(O)c1ccccc12 | 27* | -4 | 10 | -6 | 8 | 11 | 13 | 11 | -4
CC(C)n1ncc2c(C(=O)Nc3ccc(S(N)(=O)=O)cc3)cc(C3CC3)nc21 | -8 | -20 | -1 | -16 | -12 | -5 | -6 | -3 | ·
O=C(NCc1cccnc1)c1ccc(Cl)cc1[N+](=O)[O-] | 3 | 2 | 2 | 1 | -4 | 3 | 11 | 2 | 0

Limited to PAFAH2 FP inh, LYPLA1 counter and ZTA counter (7 entries from above):
Compound,PAFAH2 FP inh,LYPLA1 counter,ZTA counter
CC1(C)CC2(CCCN(CC(O)(c3ccccc3)c3ccccc3)C2)CCO1 (stereo not given),7,-1,0
Cc1cc(C(=O)OCC(=O)NCc2ccco2)c(C)o1,9,-5,-13
CC(C)(C)c1ccc(C(=O)N2CCC(C(=O)NCc3ccco3)CC2)cc1,10,4,12
COc1ccc(-c2csc3ncnc(N4CCN(S(=O)(=O)c5cccc(C(F)(F)F)c5)CC4)c23)cc1,-4,-4,-3
COC(=O)C1=NN(C(C)(C)CC(C)=O)C2C(=O)N(C3CCCCC3)C(=O)C12 (stereo not given),1,2,7
O=c1[nH]c(=O)n([C@H]2C[C@H](O)[C@@H](CO)O2)cc1F,7,-2,-20
COc1cc(CO)cc(-c2cc(CO)cc(OC)c2OC)c1OC,-5,-2,0

Individual results from the list.
`O=C(CSc1nc2ccccc2[nH]1)N1CCCCC1` @ LYPLA1 counter = -2
`COc1ccc(-c2csc3ncnc(N4CCN(S(=O)(=O)c5cccc(C(F)(F)F)c5)CC4)c23)cc1` @ PAFAH1B3 FP inh = 6
`C/C(=N\NC(=S)Nc1ccc(C)cc1)c1cccc(N)c1` @ PAFAH1B2 FP inh = -1

From PubChem

An excerpt; rates above refer to the full screens.
